Source: PubChem
COUP-TFII inh = inhibitors of human COUP-TFII (NR2F2); P24468; HEK293T NGFI-A luciferase reporter, luminescence; inhibition, % at 8.6 µM; actives 0.7% (n = 370,000); AID 686940;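 active means inhibition above a per-plate cutoff, mean inhibition of test wells between control levels plus 3 SD, cut at about 38% in these data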;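 further: cells cotransfected with COUP-TFII expression vector driving the NGFI-A reporter; 0% = median of COUP-TF2 test wells and 100% = reporter-only cells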
Target sequence (P24468 whole entry, looked up): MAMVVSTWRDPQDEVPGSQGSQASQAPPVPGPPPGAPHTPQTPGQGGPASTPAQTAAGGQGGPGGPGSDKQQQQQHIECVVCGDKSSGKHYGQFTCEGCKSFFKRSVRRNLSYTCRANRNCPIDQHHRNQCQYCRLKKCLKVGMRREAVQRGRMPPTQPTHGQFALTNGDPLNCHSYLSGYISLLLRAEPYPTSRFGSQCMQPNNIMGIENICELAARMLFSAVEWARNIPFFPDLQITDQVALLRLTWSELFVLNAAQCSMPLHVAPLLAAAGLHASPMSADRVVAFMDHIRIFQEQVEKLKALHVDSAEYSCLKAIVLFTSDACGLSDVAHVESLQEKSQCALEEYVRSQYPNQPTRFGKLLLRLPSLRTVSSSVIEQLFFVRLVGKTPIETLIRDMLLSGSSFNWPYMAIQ
SRC2 inh = inhibits human steroid receptor coactivator 2; inhibition, % at 9 µM; Q15596; AID 651957; HEK293 GAL4-SRC2 luciferase reporter, luminescence; actives 0.17% (n = 370,000);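 active means inhibition above the mean inhibition of all tested compounds plus 3 SD, set per campaign, cut at about 52% in these data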;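 further: 0% = DMSO treated cells and 100% = cells given Gossypol at 36 µM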
Active calls of the source: *. These rows are one share of the data; rates above refer to the full screens.

SMILES	COUP-TFII inh	SRC2 inh
C=CCn1c(COc2ccccc2)nnc1SCC(=O)c1ccc(OC)cc1	0	10
CCOC(=O)c1cnc2c3c(noc13)CCC2	10	-23
O=C(c1cc(Cl)ccc1F)N1CCCC(c2nc(-c3cccs3)no2)C1 (stereo not given)	6	8
CCOC(=O)C1=CCN(S(=O)(=O)c2cccc(Cl)c2)C1c1cccc(Cl)c1 (stereo not given)	6	-8
COC(=O)C1=C(C)N(C)C(=NCc2ccc(OC)cc2)NC1c1ccc(C(F)(F)F)cc1 (stereo not given)	0	-14
O=C(NC(C(=O)N1CCCC1C(=O)NC1CCCC1)c1ccccc1)c1cccs1 (stereo not given)	-4	19
COc1ccc(-c2cc(C(=O)O)c3c(C)nn(-c4ccccn4)c3n2)cc1	5	9
Nn1c(SCC(=O)Nc2cccc3ccccc23)nnc1-c1cc(-c2ccc(F)cc2)n[nH]1	-6	-15
Cc1ccc(NC(=O)CN2CCN(c3nc(-c4ccccc4)cs3)CC2)cc1C	3	-17
O=C(NN=Cc1ccc(O)cc1)c1cc(-c2ccc(Cl)cc2)n[nH]1	-23	2
COCCCNC(=O)C[C@H]1C[C@@]2(C(=O)OC)C(=C[C@H](C(C)(C)C)O[C@@H]2C)N(Cc2cccc3ccccc23)C1=O	1	2
Cc1nn(-c2ccccc2)c2sc(C(=O)NC3CCCCCC3)cc12	6	0
COC(=O)c1[nH]c2cccc(OC)c2c1NC(=O)CCN1CCN(c2cccc(Cl)c2)CC1	13	-2
O=S1(=O)N[C@@H](Cc2ccccc2)COc2cccc(N3CCCCC3)c21	5	7
C[C@@H]1CCN(C2CC2)S(=O)(=O)c2ccc(N3CC[C@@H](N(C)C)C3)cc2O1	-4	-18
C[C@H](CCC(=O)N(c1ccccc1)c1ccccc1)CC1CCCCC1	13	-1
COC(=O)C1=C(C)N(Cc2ccccc2C(F)(F)F)C(=NCc2cccc(C(F)(F)F)c2)NC1c1cccc(Cl)c1 (stereo not given)	1	-5
Oc1ccccc1C=NN1CCN(Cc2ccccc2)CC1	-13	-46
Cc1cc(C)cc(C(=O)OCCCN(C)C2CN(Cc3cn(Cc4ccccc4F)nn3)S(=O)(=O)C2)c1 (stereo not given)	13	-25
O=C(Cc1ccc(-n2c(=O)c3ccccc3n(Cc3cccc([N+](=O)[O-])c3)c2=O)cc1)NCC1CCCO1 (stereo not given)	-12	-3
CCOC(=O)CC[C@H]1CC[C@]2(CCCN(S(=O)(=O)C3CCCCC3)C2)O1	16	8
C[C@H]1COc2cccc(N3CCSCC3)c2S(=O)(=O)N1C	-20	0
CC(=O)C1=C(C)N(Cc2ccc(Cl)cc2)C(=S)NC1c1ccc(Cl)cc1 (stereo not given)	12	23
CN(CCOC(=O)c1cc2ccccc2o1)C1CN(Cc2cn(Cc3ccccc3Cl)nn2)S(=O)(=O)C1 (stereo not given)	-18	-20
C=CCNc1ccc2c(c1)OC[C@@H](CC(C)C)NS2(=O)=O	8	-30
CCOc1ccc(-n2c(SCC(=O)Nc3ccc(OCc4ccccc4)cc3)nnc2-c2ccc(Cl)cc2)cc1	-5	-29
COC(=O)[C@@H](Cc1ccccc1)NC(=O)[C@H]1O[C@@H](n2cnc3c(=O)[nH]c(N)nc32)[C@H](O)[C@@H]1O	-7	-7
COc1ccc(CCN2CCC(CN3C(=S)NC[C@@H]3Cc3ccccc3)CC2)cc1OC	-5	5
O=C(O)c1ccccc1/C=N/Nc1nc(N2CCCCC2)nc(N2CCCCC2)n1	-5	-26
Cc1ccc(CNC(=O)OC(C)(C)C)c(/C=C/S(=O)(=O)NC2CCCC2)c1	-10	-6
O=C(C1CCCN1S(=O)(=O)c1ccc([N+](=O)[O-])cc1)N1CCN(c2ccccc2)CC1 (stereo not given)	4	-9
CCCCCCCCN1C(=O)[C@@H](CC(=O)NCc2ccccc2)C[C@@]2(C(=O)OC)C1=C[C@H](COCc1ccccc1)O[C@@H]2C	20	-13
CCCCCCCCN1C(=O)[C@@H](CC(=O)N2CCN(C(=O)c3ccco3)CC2)C[C@@]2(C(=O)OC)C1=C[C@H](C1CCCC1)O[C@@H]2C	17	-10
CC(C)[C@H](NC(=O)c1ccc(Cl)c(Cl)c1)C(=O)N1CCC[C@H]1C(=O)NCCc1ccccc1Cl	-15	8
O=C(c1sccc1Cl)N1CCC(n2nnc3ncccc32)CC1	15	-16
Fc1ccc(F)c(Cn2ccc3ccc(-c4ccc5ccn(Cc6cc(F)ccc6F)c5c4)cc32)c1	2	-10
O=C(Nc1cc(S(=O)(=O)N2CCOCC2)ccc1N1CCCC1)c1ccccc1C(F)(F)F	8	-7
COC(=O)[C@]12C[C@H](CC(=O)N3CCN(C(=O)C4CC4)CC3)C(=O)N(Cc3ccc4c(c3)OCO4)C1=C[C@H](C(C)(C)C)O[C@@H]2C	-23	-10
C[C@H]1CNCCN1c1ccc(N2CCS(=O)(=O)CC2)c(C#N)c1	20	-40
CC[C@@H](CCCCCCCn1ccc2ccccc21)CCC(=O)N(c1ccccc1)c1ccccc1	7	12
O=C(NCCN1C(=O)S/C(=C\c2cccs2)C1=O)[C@H](Cc1ccccc1)N1C(=O)c2ccccc2C1=O	-13	5
O=C(/C=C(\Nc1cccc(OC(F)F)c1)c1ccccc1)c1ccccc1	-16	-22
COC(=O)[C@]12C[C@H](CC(=O)N3CCCCC3)C(=O)N(CCC3=CCCCC3)C1=C[C@H](C1CCCC1)O[C@@H]2C	-10	-7
O=C(Nc1ccc(F)cc1)OC1CC2CC1[C@H]1CCCCN1C2 (stereo not given in full)	3	-1
O=C(CSc1nc2ccccc2nc1N1CCCCC1)N1CCN(S(=O)(=O)c2ccccc2)CC1	-3	1
COc1ccc(CN2CCC(CNC(=O)NCc3ccccc3)CC2)cc1	10	-17
COC(=O)[C@]12C[C@H](CC(=O)N3CCSCC3)C(=O)N(Cc3ccc4c(c3)OCO4)C1=C[C@H](C(C)(C)C)O[C@@H]2C	5	9
COC(=O)c1ccc(Cn2ccc3ccc(-c4ccc5ccn(C(=O)c6ccc(C)cc6)c5c4)cc32)cc1	-9	-30
Nc1[nH]c(C(=O)c2ccccc2)c(-c2ccc(Cl)cc2F)c1C(=O)NCCc1c[nH]c2ccccc12	14	-24
CCCCCCCCN1C(=O)[C@@H](CC(=O)N2CCSCC2)C[C@@]2(C(=O)OC)C1=C[C@H](C(C)(C)C)O[C@@H]2C	-9	-8

Carrying on:
SMILES	COUP-TFII inh	SRC2 inh
C#CCNC(=O)C[C@H]1C[C@@]2(C(=O)OC)C(=C[C@H](C(C)(C)C)O[C@@H]2C)N(Cc2cccc3ccccc23)C1=O	-12	4
CN1C(=S)SC(N2OC3C(=O)N(c4ccccc4)C(=O)C3C2c2ccccc2)C1(C)C (stereo not given)	9	-1
O=C(NC1CCCCN(Cc2ccc(Cl)cc2)C1=O)c1cccc2nsnc12 (stereo not given)	12	-1
CCCCOCCCNC(=O)C[C@H]1C[C@@]2(C(=O)OC)C(=C[C@H](C3CCCC3)O[C@@H]2C)N(Cc2cccc3ccccc23)C1=O	28	-31
C#CCNC(=O)C[C@H]1C[C@@]2(C(=O)OC)C(=C[C@H](C(C)C)O[C@@H]2C2CC2)N(Cc2ccco2)C1=O	-6	15
Cc1ccc(-n2c(SCC(=O)c3ccc(O)c(O)c3)nnc2-c2ccccc2)cc1	-1	11
CCOc1ccc(-n2c(SCC(=O)Nc3ccccc3CC)nc3n[nH]c(C)c3c2=N)cc1	7	-5
COC(=O)[C@]12C[C@H](CC(=O)N3CCSCC3)C(=O)N(Cc3cccc4ccccc34)C1=C[C@H](COCc1ccccc1)O[C@@H]2C	5	22
COC(=O)c1c(NC(=O)c2ccc(S(=O)(=O)N3CCOCC3)cc2)sc2c1CCN(C)C2	5	12
CN1OC[C@@H]2CN(C(=O)c3ccc([N+](=O)[O-])cc3)[C@H](c3ccccc3Br)C[C@@H]21	0	21
O=C(Nc1c(-c2ccc(F)cc2)nc2ncccn12)c1ccccc1	10	10
COc1ccc2[nH]c3c(c2c1)CCN[C@]31C(=O)N(Cc2ccccc2)c2ccccc21	8	-12
O=C(NCCc1ccccc1)c1ccc(Sc2ccccc2Cl)c([N+](=O)[O-])c1	-17	11
CCCSc1nnc(-c2ccco2)n1C	-11	4
COc1ccc(Cn2ccc3ccc(-c4ccc5ccn(C(=O)C6CCC6)c5c4)cc32)cc1	-26	-35
C[C@@H](O)[C@@H]1NC(=O)c2cc([N+](=O)[O-])cc(I)c2NCC[C@@H](C(N)=O)NC(=O)CNC1=O	2	8
Cc1ccc(NC(=O)C2CCN(c3nnc(-n4cccc4)s3)CC2)c(C)c1	14	-23
CC(C(=O)N1CCCCC1)N(C)CC(=O)Nc1cccc(F)c1 (stereo not given)	4	1
CC(=O)CCN1CCSCCS1(=O)=O	-15	-2
O=C(NCC1CCN(C(=O)C(=O)c2cc3ccccc3o2)CC1)c1cc(C(F)(F)F)cc(C(F)(F)F)c1	3	28
C=CCN1C(C(=O)OC)CN(Cc2cn(Cc3ccc(F)cc3)nn2)CCS1(=O)=O (stereo not given)	-22	15
O=C(NC1CCCCN(Cc2cccc(C(F)(F)F)c2)C1=O)c1ccc(Cl)cc1 (stereo not given)	29	16
COc1ccc(C2C(C(=O)Nc3ccc(Cl)c(Cl)c3)CCC(=O)N2c2ccc(OC)cc2)cc1 (stereo not given)	-16	21
C[C@H](NC(=O)C[C@@H]1C[C@@H]2c3cc(NC(=O)C4CCC4)ccc3O[C@@H]2[C@@H](CO)O1)c1ccccc1	11	-38
CC(=O)c1cc2c(cc1NS(=O)(=O)c1ccccc1C)OCO2	-3	-6
COC(=O)[C@]12C[C@H](CC(=O)N3CCSCC3)C(=O)N(Cc3ccc4c(c3)OCO4)C1=C[C@H](COCc1ccccc1)O[C@@H]2C	3	-1
COC(=O)c1cc2c(c3c4cc(OC)ccc4n(S(=O)(=O)c4ccc(F)cc4)c13)C(=O)N(Cc1ccccc1)C2	-10	3
CCOC(=O)N1CCN(C(=O)C[C@@H]2C(=O)N3CCCC4=C3[C@@]2(C(=O)OC)CCCC4)CC1	13	2
COC(=O)C1=C(C)N(Cc2ccccc2C(F)(F)F)C(=NCc2cc(OC)c(OC)c(OC)c2)NC1c1ccccc1 (stereo not given)	-9	4
O=C(NCc1ccccc1)[C@@H]1CCCN1C(=O)[C@H]1CCCN1C(=O)C1CCCCC1	-5	-5
Cc1cc(N2CCNC[C@H]2C)ccc1N1C[C@@H](C)O[C@@H](C)C1	23	19
Cc1sc2nc(C(C)Sc3n[nH]c(N)n3)[nH]c(=O)c2c1C (stereo not given)	5	-4
CC(C)CCN(C)C1CCN(C(=O)NCc2ccccc2)CC1	-6	-5
CCOC(=O)C1=C(Cc2ccc(C)cc2)C(=O)c2ccccc2C1=O	17	14
COc1ccccc1C(=O)N1CCN(C(=O)[C@@H](Cc2ccccc2)NC(=O)[C@H]2O[C@@H](n3ccc(N)nc3=O)[C@H](O)[C@@H]2O)CC1	-10	-9
CSc1ccc(C=Nn2c(-c3ccc(F)cc3)n[nH]c2=S)cc1	-8	-2
Cc1ccccc1C(=O)N[C@H](C(=O)N1CCC[C@H]1C(=O)NCCc1ccccc1Cl)c1ccccc1	16	-13
COc1ccc(CNCC(=O)Nc2cc(C)nn2-c2nc(C)cc(C)n2)cc1OC	-5	-21
CCOC(=O)/C(C#N)=C/c1cc(C)n(-c2ccc(Br)cc2)c1C	-4	-2
COC(=O)c1cc2c(c3c4cc(C)ccc4n(S(=O)(=O)c4ccc(C)cc4)c13)C(=O)N(Cc1ccc(N(C)C)cc1)C2	12	9

An excerpt of these results, with values under each structure.
Every second line gives: COUP-TFII inh	SRC2 inh
COC(=O)[C@]12C[C@H](CC(=O)N3CCSCC3)C(=O)N(Cc3ccc4c(c3)OCO4)C1=C[C@H](COCc1ccccc1)O[C@@H]2C
  3	-1
COC(=O)c1cc2c(c3c4cc(OC)ccc4n(S(=O)(=O)c4ccc(F)cc4)c13)C(=O)N(Cc1ccccc1)C2
  -10	3
CCOC(=O)N1CCN(C(=O)C[C@@H]2C(=O)N3CCCC4=C3[C@@]2(C(=O)OC)CCCC4)CC1
  13	2
COC(=O)C1=C(C)N(Cc2ccccc2C(F)(F)F)C(=NCc2cc(OC)c(OC)c(OC)c2)NC1c1ccccc1 (stereo not given)
  -9	4
O=C(NCc1ccccc1)[C@@H]1CCCN1C(=O)[C@H]1CCCN1C(=O)C1CCCCC1
  -5	-5
Cc1cc(N2CCNC[C@H]2C)ccc1N1C[C@@H](C)O[C@@H](C)C1
  23	19
Cc1sc2nc(C(C)Sc3n[nH]c(N)n3)[nH]c(=O)c2c1C (stereo not given)
  5	-4
CC(C)CCN(C)C1CCN(C(=O)NCc2ccccc2)CC1
  -6	-5
CCOC(=O)C1=C(Cc2ccc(C)cc2)C(=O)c2ccccc2C1=O
  17	14
COc1ccccc1C(=O)N1CCN(C(=O)[C@@H](Cc2ccccc2)NC(=O)[C@H]2O[C@@H](n3ccc(N)nc3=O)[C@H](O)[C@@H]2O)CC1
  -10	-9
CSc1ccc(C=Nn2c(-c3ccc(F)cc3)n[nH]c2=S)cc1
  -8	-2
Cc1ccccc1C(=O)N[C@H](C(=O)N1CCC[C@H]1C(=O)NCCc1ccccc1Cl)c1ccccc1
  16	-13
COc1ccc(CNCC(=O)Nc2cc(C)nn2-c2nc(C)cc(C)n2)cc1OC
  -5	-21
CCOC(=O)/C(C#N)=C/c1cc(C)n(-c2ccc(Br)cc2)c1C
  -4	-2
COC(=O)c1cc2c(c3c4cc(C)ccc4n(S(=O)(=O)c4ccc(C)cc4)c13)C(=O)N(Cc1ccc(N(C)C)cc1)C2
  12	9
